Screening results as filed in PubChem.
CHRM5 agonist – CHRM5 agonism in calcium assay; activation, % at 3 µM; CHO-K1 hM5 cells, Fluo-8 calcium fluorescence; 0% DMSO wells, 100% maximal acetylcholine response; P08912; 0.19% of 360,000 active;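 active = activation above the run's mean over test compounds plus 3 SD, cut at about 23% in these data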;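 also: signal is peak over basal fluorescence ratio across the kinetic read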
Target sequence (P08912 whole entry, looked up): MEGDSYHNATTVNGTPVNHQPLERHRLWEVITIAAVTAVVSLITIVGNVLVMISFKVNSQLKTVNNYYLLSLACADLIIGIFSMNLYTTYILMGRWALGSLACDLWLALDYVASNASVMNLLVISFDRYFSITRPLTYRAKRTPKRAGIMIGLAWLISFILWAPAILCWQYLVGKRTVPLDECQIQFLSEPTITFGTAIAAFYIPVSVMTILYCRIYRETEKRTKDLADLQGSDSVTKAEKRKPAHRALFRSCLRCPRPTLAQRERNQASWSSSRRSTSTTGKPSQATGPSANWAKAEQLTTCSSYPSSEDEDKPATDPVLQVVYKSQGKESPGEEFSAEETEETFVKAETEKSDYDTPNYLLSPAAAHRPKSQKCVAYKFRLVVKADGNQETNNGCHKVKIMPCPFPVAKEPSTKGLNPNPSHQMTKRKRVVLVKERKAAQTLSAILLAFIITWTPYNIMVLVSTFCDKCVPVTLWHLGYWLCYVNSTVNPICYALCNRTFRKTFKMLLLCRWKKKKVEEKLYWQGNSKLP
CRFBP-R2 agonist – agonists of human CRF-binding protein/CRF-R2 receptor complex; AID 588473; HEK293 CRF-R2/CRF-BP, calcium dye fluorescence (FLIPR); percent of saturating CRF peptide response; 0.46% of 350,000 active; activation, % at 13.2 µM;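 active = activation of at least 50%, plus an integration ratio under a set limit after plate pattern correction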;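 also: plate controls were neutral control wells without compound for no effect and CRF at EC100 for full effect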
CHRM5 antagonist – antagonists of human muscarinic M5 receptor (CHRM5). 0.59% of 360,000 active. P08912. CHO-hM5 cells, Fluo-8 calcium fluorescence, ACh EC80. inhibition, % at 3 µM;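 active = inhibition above a per-plate cutoff, the mean of that plate's test compounds plus 3 SD, cut at about 27% in these data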;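 also: 0% = acetylcholine EC80 with DMSO and 100% = DMSO without agonist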
CHRM4 agonist – agonists of human muscarinic M4 receptor (CHRM4). activation, % at 3 µM. P08173. CHO-K1 hM4/Gqi5, Fluo-8 calcium fluorescence; vehicle 0%, full acetylcholine response 100%. 0.14% of 360,000 active;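 active = activation above the run mean over all test wells plus 3 SD, cut at about 32% in these data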;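 also: peak over basal fluorescence ratio per well then scaled between controls; 0% = DMSO wells and 100% = acetylcholine at EC100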
M5 PAM – potentiates acetylcholine response at human M5 receptor; CHO-K1 hM5, Fluo-8 calcium, ACh EC20 PAM; 0% = ACh EC20, 100% = ACh EC100; activation, % at 3 µM; 0.3% of 360,000 active; AID 624038;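 active = activation above the run cutoff, the mean activation of all test compounds plus 3 SD, cut at about 18% in these data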
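System – CHO-K1 hM5 cells · Compound – 3 µM, single dose · Incubation – compound preincubation 140 s before EC20 acetylcholine addition · Technique – Fluo-8 calcium fluorescence · Measure – Max/basal fluorescence ratio as % of EC20–EC100 ACh window · Benchmarks – low control EC20 acetylcholine (0%), high control EC100 acetylcholine (100%) · Replication – singlicate, one well per test compound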
M1 PAM – potentiates human M1 receptor response to acetylcholine; P11229; CHO-K1 hM1, Fluo-8 calcium fluorescence, ACh EC20; 0% = ACh EC20, 100% = maximal ACh; activation, % at 3 µM; 0.088% of 360,000 active; in the data active = activation above about 19%, passing the limit was not always enough
Target sequence (P11229 whole entry, looked up): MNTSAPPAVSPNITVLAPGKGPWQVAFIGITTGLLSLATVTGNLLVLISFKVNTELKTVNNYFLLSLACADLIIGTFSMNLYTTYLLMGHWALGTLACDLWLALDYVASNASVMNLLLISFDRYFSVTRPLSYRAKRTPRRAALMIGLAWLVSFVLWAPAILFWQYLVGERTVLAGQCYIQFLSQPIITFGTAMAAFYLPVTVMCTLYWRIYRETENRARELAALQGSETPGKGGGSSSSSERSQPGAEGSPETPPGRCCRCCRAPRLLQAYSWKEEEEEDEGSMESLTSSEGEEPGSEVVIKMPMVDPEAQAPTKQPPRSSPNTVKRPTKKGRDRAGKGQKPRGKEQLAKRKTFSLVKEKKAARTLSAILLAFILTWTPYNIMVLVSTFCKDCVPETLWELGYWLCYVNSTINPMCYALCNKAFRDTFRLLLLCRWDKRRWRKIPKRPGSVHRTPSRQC
M1 antag – blocks human M1 muscarinic receptor | AID 588852 | inhibition, % at 3 µM | P11229 | CHO-K1 hM1, Fluo-8 calcium fluorescence, ACh EC80 antagonist | 1.3% of 360,000 active;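 active = percent inhibition above its own plate's cutoff, namely the mean of that plate's compound wells plus 3 SD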;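 also: peak over basal fluorescence ratio during 140 s after agonist addition; 0% = ACh EC80 plus DMSO and 100% = DMSO alone without agonist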
M4 PAM – positive allosteric modulators of human muscarinic M4 receptor | P08173 | CHO-K1 hM4/Gqi5, Fluo-8 calcium fluorescence, ACh EC20; 0% = ACh EC20, 100% = maximal ACh | activation, % at 3 µM | 0.4% of 360,000 active | AID 624126;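 active = activation above its plate's cutoff, the mean activation of sample wells plus 3 SD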; also: some results filed as inactive read as strong as hits
M4 antag – CHRM4 antagonism in calcium assay | inhibition, % at 3 µM | 0.73% of 360,000 active | CHO-hM4 cells, ACh EC80, Fluo-8 calcium fluorescence | P08173;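 active = inhibition above its plate's cutoff, the mean inhibition of sample wells plus 3 SD, cut at about 27% in these data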;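 also: 0% = acetylcholine EC80 with DMSO and 100% = DMSO without agonist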
An asterisk follows results filed as active; x = not tested or not shown.

SMILES	CHRM5 agonist	CRFBP-R2 agonist	CHRM5 antagonist	CHRM4 agonist	M5 PAM	M1 PAM	M1 antag	M4 PAM	M4 antag
CN(C)c1ncnc2c1ncn2[C@H]1CN(Cc2ccc(F)cc2)C[C@@H](CO)O1	1.8	x	2.0	2.3	-4.3	1.3	-5.3	1.7	-5.9
O=C(COC(=O)c1ccc([N+](=O)[O-])o1)Nc1nc2ccccc2s1	-2.9	-0.1	1.2	4.1	2.2	3.5	-7.2	-0.9	-2.8
C[N+]1(CC2COC3(CCCCC3)O2)CCCCC1 (centres undefined)	-18.6	0.9	11.5	-0.2	-7.5	-1.4	3.1	-6.0	-3.4
COCCNC(=O)c1ccccc1NC(=O)c1ccccc1N(C)S(=O)(=O)c1ccc(C)cc1	-5.2	-2.2	1.7	1.2	-9.0	-0.6	-7.6	-0.6	1.5
COc1ccc(CNC(=O)c2ccc3c(c2)N(C)C(=O)CS3=O)cc1 (centres undefined)	5.2	-0.4	5.9	6.8	-9.4	-5.1	4.0	1.2	1.5
Cc1nnc(SCc2nc3ccccc3nc2C)s1	-0.2	0.6	-0.5	1.1	3.9	-3.2	6.7	5.4	-7.1
C/C(=N/NC(=O)c1ccc2c(c1)OCO2)c1ccc(NC(=O)c2ccc(F)cc2)cc1	4.3	-0.1	-17.5	1.9	5.6	10.0	-10.8	4.4	-4.4
CCc1cc(=O)oc2cc(C)c(CN3CCCC(C)C3)c(O)c12 (centres undefined)	0.3	6.7	-4.5	0.7	-3.1	3.0	-2.0	10.8	-0.6
Brc1nc(Br)n(Cc2ccccc2)n1	0.5	-0.3	5.6	1.1	2.9	4.2	2.2	-3.2	1.6
O=C(NC(=S)Nc1cc(S(=O)(=O)N2CCOCC2)ccc1N1CCOCC1)c1ccco1	-3.5	-1.1	-6.3	3.3	1.0	10.4	-7.7	-1.8	-11.0
COc1ccccc1NC(=O)NCCN1CCNC1=O	-0.3	-1.2	9.3	0.1	1.2	17.3	-24.8	-0.3	-0.5
Cc1cccc(OCc2nnc(SCC(=O)Nc3cccc(C(=O)N4CCOCC4)c3)n2C)c1	-1.4	0.1	0.7	2.4	2.6	1.9	-1.7	3.2	1.6

By substructure: those above containing fluorine.
SMILES	CHRM5 agonist	CRFBP-R2 agonist	CHRM5 antagonist	CHRM4 agonist	M5 PAM	M1 PAM	M1 antag	M4 PAM	M4 antag
CN(C)c1ncnc2c1ncn2[C@H]1CN(Cc2ccc(F)cc2)C[C@@H](CO)O1	1.8	x	2.0	2.3	-4.3	1.3	-5.3	1.7	-5.9
C/C(=N/NC(=O)c1ccc2c(c1)OCO2)c1ccc(NC(=O)c2ccc(F)cc2)cc1	4.3	-0.1	-17.5	1.9	5.6	10.0	-10.8	4.4	-4.4

The listing continues:
SMILES	CHRM5 agonist	CRFBP-R2 agonist	CHRM5 antagonist	CHRM4 agonist	M5 PAM	M1 PAM	M1 antag	M4 PAM	M4 antag
O=C(CN1C(=O)COc2ccccc21)NCCN1CCCC1	-6.4	0.0	-4.8	-0.4	7.2	14.2	-19.9	-8.2	-2.7
COc1ccc(NS(=O)(=O)c2ccc(C)c(C(=O)NCc3ccccc3CN3CCCC3)c2)cc1	-1.8	-1.0	-0.7	1.4	1.2	-5.2	0.1	-6.0	0.3
O=C(NCCC1CCCCN1S(=O)(=O)c1ccccc1)C(=O)NCc1ccccc1 (centres undefined)	-4.2	-0.3	23.1	0.8	-22.8	4.6	3.4	11.8	-11.2
COc1cccc(/C=N/Nc2ccc(S(=O)(=O)Nc3ccccc3C(=O)O)cc2[N+](=O)[O-])c1O	-2.1	-2.3	-3.5	-1.1	12.1	6.9	-10.4	9.7	-8.6
Cc1ccc([N+](=O)[O-])cc1NC(=O)CN(C(=O)c1ccccc1Cl)C1CCCCC1	-3.0	0.3	7.1	9.6	-16.3	-1.6	4.5	-23.2	-2.2
COc1ccc(C(=O)Nc2ccc(S(=O)(=O)N3CCCCC3)cc2)cc1OC	-1.4	0.0	-7.2	3.8	-5.0	4.8	-8.5	-3.8	0.9
CC(C)n1cc(/C=N/Nc2ccc(Cl)c(C(=O)O)c2)c2ccccc21	-11.5	x	13.4	0.7	-7.4	22.9	-25.1	7.6	-5.2
CNc1nc(N/N=C/c2cc([N+](=O)[O-])ccc2F)nc(Nc2ccccc2)n1	-6.4	-7.1	19.7	5.4	-11.1	-2.4	4.8	-17.9	4.7
CC1(C(=O)NS(=O)(=O)c2cccc(C#N)c2)CCN1C(=O)C1(c2ccc(Cl)cc2)CCC1 (centres undefined)	1.3	x	0.7	0.6	-3.3	9.4	-13.7	0.3	-5.7
O=S(=O)(Nc1ncccn1)c1ccc(NC(=S)Nc2ccccc2)cc1	-3.5	0.4	-6.7	1.0	-1.4	12.2	2.8	7.5	-8.8
CC(C)n1nc(C(=O)NCCc2ccc(S(N)(=O)=O)cc2)c2ccccc2c1=O	-2.3	0.0	-5.7	3.0	-14.6	11.2	-25.3	-3.9	8.2
Cc1cc(C(=O)Nc2nnc(C3CCCCC3)s2)cs1	2.3	3.2	6.5	0.4	3.0	10.7	-13.6	2.3	10.1
CC(CCC(=O)O)C1CC[C@@]2(C)C3C(=O)CC4C(C)(C)C(O)CC[C@]4(C)C3C(=O)C[C@]12C (some centres undefined)	-1.1	-0.2	18.6	0.6	-5.4	23.9	-25.0	2.7	-1.7
Cc1ccc(NC2=CC(=O)C(=O)c3ccccc32)cc1	3.8	-1.9	-6.1	0.7	6.2	0.6	0.6	6.9	0.5
CCN1CCN(Cc2c(C(=O)N/N=C(\C)c3ccc(Cl)cc3)nnn2-c2nonc2N)CC1	-6.8	-0.8	9.9	1.7	-5.7	3.1	-1.6	-7.9	4.7
CN(Cc1ccccc1Br)C(=O)CN1C(=O)NC2(CCCCCC2)C1=O	1.5	-0.4	5.0	2.9	3.7	3.9	-6.1	6.9	-14.2
CC(C)Oc1ccc(C2c3c(oc4ccccc4c3=O)C(=O)N2CCCN2CCOCC2)cc1 (centres undefined)	1.9	0.8	-3.0	1.9	0.2	-0.5	-1.3	2.1	11.9
C=CCC1(C#N)C(=S)NC2=C(C(=O)CC(C)(C)C2)C1c1ccc(Br)cc1 (centres undefined)	-4.3	-2.8	7.7	0.4	-2.5	6.5	-4.3	12.5	-4.8
CC(=O)NC(Cc1ccc(F)c(F)c1)C(=O)NC1CCN(C(=O)c2ccc(C)cc2)CC1 (centres undefined)	-5.5	-0.6	0.4	0.1	-8.1	1.6	-3.8	-9.9	7.1
O=C1CC[C@@H](C(=O)N2CSC[C@@H]2C(=O)Nc2cccc(C(F)(F)F)c2)N1	0.8	-0.1	-1.6	1.9	2.3	3.4	-4.2	2.9	-9.8
COc1ccc(CCN(C)Cc2ccc(OC)c(OCc3ccccc3)c2)cc1OC	-0.1	-1.0	2.9	10.2	-4.1	-6.0	8.3	-9.6	-6.2
CN(C)c1ccc(C(=O)/C=C/c2ccccc2)cc1	-1.3	-0.3	10.8	1.6	-6.7	7.9	-11.8	-3.5	-4.3
COc1ccc(S(=O)(=O)N(C)[C@H]2C[C@H]3c4cc(Oc5ccccc5C)ccc4CCN3C(=O)[C@H]2[C@H](C)O)cc1	1.1	6.0	0.9	3.4	-5.1	4.2	-3.3	-5.4	-9.6
CCOC(=O)N(C)c1ccc(C(O)(C(F)(F)F)C(F)(F)F)cc1	-0.7	-0.8	9.3	1.6	-0.9	7.3	-3.3	5.3	-6.8
Nc1cnccc1Oc1cccc(C(F)(F)F)c1	-5.4	-1.8	4.5	1.4	4.8	13.7	-12.7	-0.1	-3.6
O=C(CNC(=O)c1ccccc1F)N/N=C/c1ccco1	1.0	0.5	-1.2	0.6	9.0	17.9	-6.2	9.4	-10.0
Cc1ccc(NC(=O)N2CCCC(c3ccccc3)C2)cc1 (centres undefined)	-4.1	0.1	2.4	0.0	-3.1	7.6	-11.0	-2.4	6.4
Cc1cc(NC(=O)CSc2n[nH]c(-c3ccc(Cl)cc3Cl)n2)no1	-2.6	-1.2	4.0	-0.1	-5.7	-1.1	-2.1	-0.8	11.7
COc1ccc(NC(=O)c2cc(-c3cc(C)ccc3O)n[nH]2)cc1Cl	-0.3	0.4	-0.6	1.4	-4.1	5.0	-4.0	-5.2	18.2
CC(=O)Nc1ccc(S(=O)(=O)N[C@@H](C)C(=O)OCC(=O)c2ccc(C)cc2)cc1	1.3	-2.2	1.7	4.2	-0.2	2.0	-6.8	-2.9	-0.9
COc1cc(SC)ccc1C(=O)N1CC(C)OC(C)C1 (centres undefined)	3.5	-0.1	8.1	12.8	-8.9	-2.8	8.2	-0.9	6.7
O=c1cccc(-c2ccc3ccccc3c2)o1	-0.4	x	-5.2	4.8	5.7	x	x	5.7	2.8
Cc1ccc2c(c1)N(C(=O)NC1CCCCC1)C(C)(C)CC2C (centres undefined)	2.0	-2.0	-0.3	-0.3	-0.2	2.4	-9.0	-1.1	1.6
COc1cc(C(=S)N2CCOCC2)cc(OC)c1OS(=O)(=O)c1ccc(NC(C)=O)cc1	-1.5	-0.8	-8.5	1.3	0.6	5.0	-0.7	9.9	-7.1
CCCn1nc(NS(=O)(=O)c2cccc3nonc23)c2cc3cc(C)ccc3nc21	-2.8	-4.0	-8.3	0.4	8.9	19.9	-5.3	-5.8	-6.0
CCOC(=O)c1cn(Cc2ccccc2)c2cc(C)nn2c1=O	0.8	-1.4	6.5	0.4	-0.4	0.3	-5.8	-1.5	-10.9
Fc1ccccc1-c1nnc2ccc3ccccc3n12	4.4	-0.6	3.2	-0.4	-6.8	3.9	-2.9	-4.6	2.8
COc1ccccc1NC(=O)c1oc2ccccc2c1C	-2.5	-1.4	-4.1	-1.7	-0.9	8.3	-16.6	5.6	-16.7
Cc1ccc(NC(=O)C2CCCN2C(=O)c2cccs2)c(C)c1 (centres undefined)	-2.2	0.3	8.7	0.4	-0.5	12.3	-14.2	0.3	-21.6
